FN deposit inh = fibronectin deposition inhibition. AH1F fibroblasts, Alexa488-fibronectin deposition fluorescence, overnight. inhibition, % at 12.6 µM. hit rate 0.086% among 350,000. AID 743247;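 active means mean inhibition across replicates of 30% or more, regardless of how many single replicates reach that level; inconclusive means mean under 30% yet at least half of replicates reach 30%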;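 further: positive control wells lacked labelled fibronectin entirely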
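Material: AH1F fibroblast monolayer depositing Alexa488-labelled fibronectin into matrix | Input: 10000 AH1F cells/well | Medium: DMEM plus 2% serum, read in PBS | Reagent: Alexa488-fibronectin, 24 nM final in well | Compound dosing: One dose per compound, pinned | Schedule: 1 h adhesion, overnight exposure | Measured by: Fluorescence at 485 nm excitation, 525 nm emission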
Casp6 inh = blocks human caspase-6 cleavage activity. P55212. purified caspase-6, Z-VEID-R110 cleavage fluorescence. inhibition, % at 12.5 µM. hit rate 0.53% among 350,000;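 active means mean inhibition across replicates at least about 35%, with every replicate also reaching that limit, limit read from the data; inconclusive means only one of the two criteria met; inactive means neither criterion met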;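 further: 0% = median of neutral control wells and 100% = no fluorescence left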
Target sequence (P55212 24-179 limits assumed): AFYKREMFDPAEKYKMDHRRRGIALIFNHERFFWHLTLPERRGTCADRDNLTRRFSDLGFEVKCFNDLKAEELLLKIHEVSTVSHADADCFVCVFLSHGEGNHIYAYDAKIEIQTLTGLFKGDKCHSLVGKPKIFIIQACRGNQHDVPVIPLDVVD
Target sequence (P55212 194-293 limits assumed): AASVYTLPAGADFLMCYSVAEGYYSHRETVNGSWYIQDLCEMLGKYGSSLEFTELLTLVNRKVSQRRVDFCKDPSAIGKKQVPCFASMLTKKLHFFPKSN
C2C12 statin = suppression of simvastatin myotoxicity | C2C12 myotubes + simvastatin, ATP luminescence, 48 h; scaled: DMSO 0, geranylgeraniol control 100 | rescue of ATP level, % at 7.49 µM | hit rate 0.78% among 330,000 | AID 602340;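 active means mean ATP rescue above about 67%, or every replicate alone reaching that limit, limit read from the data, passing the limit was not always enough; inconclusive means no clear call, values can overlap the other calls; inactive means mean under the limit and some replicate under it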;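 further: myotubes were challenged with 10 µM simvastatin during compound exposure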
S100A4 MyoIIA = S100A4-myosin IIA interaction inhibition; S100A4/TAMRA-MyoIIA peptide fluorescence polarization; hit rate 0.14% among 360,000; P26447; inhibition, % at 10.7 µM;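 active means mean inhibition of at least 70% across replicates, with every replicate also reaching that level; inconclusive means mean inhibition reaches 70% but some replicates fall short; inactive means mean inhibition below 70%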
Target sequence (P26447 whole entry, looked up): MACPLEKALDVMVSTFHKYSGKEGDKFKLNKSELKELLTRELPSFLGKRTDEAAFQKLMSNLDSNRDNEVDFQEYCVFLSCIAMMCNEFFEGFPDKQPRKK
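Material: S100A4 monomer protein / Buffer or medium: 50 mM HEPES pH 7.2, 10 mM CaCl2, 100 mM KCl / Times: 5 min incubation before reading / Benchmarks: neutral control DMSO, positive control TFP / Reagent: labelled myosin peptide probe, 5 nM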
LGR2 inh = inhibitors of bursicon-induced Drosophila LGR2 receptor cAMP signaling | HEK293 LGR2, CRE-luciferase, bursicon-stimulated, 4 h | inhibition, % at 9.99 µM | hit rate 0.35% among 380,000 | AID 720647;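 active means drop in luminescence signal, shown as inhibition above about 50% in the replicate tests, limit read from the data, passing the limit was not always enough; inconclusive means probably only some replicates passing the limit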;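 further: agonist challenge used bursicon conditioned medium at about half maximal strength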
SIRT5 inh = blocks human SIRT5 desuccinylation of peptide; Q9NXA8; Purified SirT5, succinyl-peptide AMC, trypsin-coupled fluorescence; inhibition, % at 15 µM; hit rate 1.1% among 330,000; in the data active means inhibition above about 15%; inconclusive means no clear call, values can overlap the other calls
Target sequence (Q9NXA8 whole entry, looked up): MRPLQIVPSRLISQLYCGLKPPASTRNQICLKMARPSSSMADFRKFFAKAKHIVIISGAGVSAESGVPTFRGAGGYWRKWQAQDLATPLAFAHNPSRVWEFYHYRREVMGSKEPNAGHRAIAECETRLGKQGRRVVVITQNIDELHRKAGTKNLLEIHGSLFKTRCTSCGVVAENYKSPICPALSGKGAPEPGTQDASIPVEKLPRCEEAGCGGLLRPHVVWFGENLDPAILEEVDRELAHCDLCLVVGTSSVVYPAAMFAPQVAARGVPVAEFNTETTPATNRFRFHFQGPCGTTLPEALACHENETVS
esBAF inh = blocks esBAF chromatin remodeling in mouse ES cells; Bmi1-luciferase knock-in reporter, 24 h; 100% = twice the neutral-well signal; reporter increase, % at 12.5 µM; hit rate 2% among 350,000; in the data active means activation above about 40%; inconclusive means no clear call, values can overlap the other calls;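 further: 0% = median of the plate's neutral control wells and 100% = double that signal; a rise in the Bmi1 reporter signal indicates esBAF inhibition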
Active calls of the source: *; ? = inconclusive; . = no result given; & = joins results of further samples; ! = not active in a repeat. These rows are one share of the data; rates above refer to the full screens.

compound	SIRT5 inh	Casp6 inh	FN deposit inh	C2C12 statin	S100A4 MyoIIA	esBAF inh	LGR2 inh
Cc1ccc(N2CC(C(=O)N3CCN(C(=O)c4ccco4)CC3)CC2=O)cc1 (configuration not stated)	.	.	.	6.1	.	-3.1	1.3
Cc1cccc(N2CCN(C(c3cccs3)c3nnnn3C(C)(C)C)CC2)c1C (configuration not stated)	.	.	.	-8.0	.	-0.3	2.0
CCCC#Cc1ccc2c(c1)O[C@H](CN(C)C(C)=O)[C@H](C)CN([C@H](C)CO)S2(=O)=O	-2.4	0.1	7.9	-6.9	-1.5	0.8	-3.1
C[C@@H]1CN([C@@H](C)CO)C(=O)CCCn2cc(nn2)CO[C@H]1CN(C)Cc1ccc(C(=O)Nc2ccccc2N)cc1	4.2	-1.6	-8.8	9.0	-9.7	0.8	7.6
Cc1cc(=O)n2nc(N3CCCC(C(=O)NCc4ccccc4Br)C3)sc2n1 (configuration not stated)	1.0	-1.0	-11.4	22.8	-1.7	6.9	-2.0
c1ccc(Oc2ccc(-c3ccnc4nc(N5CCN(c6ccccc6)CC5)nn34)cc2)cc1	.	.	-10.0	10.3	.	-10.3	.
Cc1nnc(SCC(=O)Nc2cccc(C(F)(F)F)c2)n1Cc1ccco1	.	.	10.5	?	.	-4.0	.
Cc1nc2c(ccc3nc(NC(=O)Cc4cccc5ccccc45)sc32)s1	-3.4	2.4	14.6	-88.8	1.3	3.8	-7.8
CSCCC(NC(=O)c1ccccc1)C(=O)O (configuration not stated)	-2.5	1.7	-0.3	.	-2.3	.	25.9
CCN(CC)S(=O)(=O)c1ccc(Cl)c(C(=O)NC(C)C(c2cccs2)N2CCCC2)c1 (configuration not stated)	6.7	-2.0	4.9	.	-5.0	.	6.0
O=C(NNC(=O)c1cccc2ccccc12)c1ccc(Cl)c(Cl)c1	-1.7	-0.2	-3.7	-12.0	0.7	9.4	-31.8
Cc1cc(C)n(-c2ccc(NC(=O)C3CCCCN3C(=O)c3sccc3C)cc2)n1 (configuration not stated)	1.6	5.3	-8.3	.	-2.3	.	-7.6
O=C(N/N=C1/CCc2ccccc21)C1CC1	-4.7	-2.9	-13.5	.	5.8	.	3.8
CCCNC(=O)N1C[C@H](O)COC[C@@H]2O[C@@H](CC(=O)NCCCN3CCOCC3)CC[C@H]21	10.1&-3.9	-0.7&0.9	-18.3&3.0	-28.0	106.6*!	-5.6	1.1&-8.1
Cc1nccn1CC(=O)N/N=C/c1cccs1	1.4	1.8	9.6	-0.3	-2.7	-6.9	2.9
O=C(NCC[C@H]1CC[C@@H](NS(=O)(=O)Cc2ccccc2)[C@@H](CO)O1)C1CCCC1	4.4	-3.1	-5.5	3.4	6.1	3.5	-2.6
COc1ccc(-c2oc(=O)c3cc(OC)c(OC)cc3c2/C=C/c2ccc(OC(C)=O)cc2)cc1	0.7	0.8	10.7	12.5	-0.3	-0.4	0.7
CNC(=O)COc1coc(CN2CCN(C(=O)c3ccco3)CC2)cc1=O	-7.5	0.8	1.6	4.5	2.1	-1.6	7.0
COc1ccc(NS(=O)(=O)c2cccc(NC(=O)C34CCC(CC3)C4)c2)cc1	-0.4	1.0	.	-12.2	-3.0	-14.7	-5.3
CCN(CC)S(=O)(=O)c1cc(C)c(C)cc1OCC(=O)NC1CCCC1	-1.3	4.7	-2.0	.	-3.7	.	-6.4
O=C(CCNC(=O)c1ccccc1)Nc1ccc(Cl)c(S(=O)(=O)N2CCCCC2)c1	-2.6	0.4	-9.8	3.2	1.6	5.7	7.1
CC(C)NC(=O)N(C)C[C@H]1Oc2ccc(NC(=O)Nc3ccc4c(c3)OCO4)cc2CC(=O)N([C@@H](C)CO)C[C@H]1C	0.7	2.0	-3.7	0.9	0.3	1.0	-3.0
CCNC(=S)N(Cc1cc2cc(C)c(C)cc2[nH]c1=O)C1CCCC1	-4.4	4.2	.	3.7	-18.6	8.9	-8.2
CC(C)c1cccc(C(C)C)c1OC(=O)[C@H]1OC(C(C)(C)C)=C[C@@H]1c1ccccc1	.	0.0	-4.5	-3.9	0.0	0.9	5.3
Cc1cccc(N2CC(C(=O)O)CC2=O)c1C (configuration not stated)	-3.4	-1.7	6.8	1.3	1.5	-9.4	2.4
COc1ccc2c(c1O)-c1ccccc1CCN(C)C2	2.8	1.3	.	3.0	33.3	3.9	-10.7
CO[C@@H]1CN(C)C(=O)c2cc(NC(=O)Nc3ccccc3)ccc2OC[C@@H](C)N(C(=O)CC2CC2)C[C@@H]1C	4.4	.	1.2	-5.0	-16.5	-9.5	12.9
O=C(Nc1ccccc1N1CCOCC1)c1ccc(S(=O)(=O)NCc2ccco2)cc1	-1.3	3.8	.	.	-3.9	.	10.6
C[C@H](CO)N1C[C@H](C)[C@H](CN(C)S(=O)(=O)c2cccs2)Oc2ncc(/C=C/c3ccccc3)cc2C1=O	1.2	3.8	.	7.2	-1.8	7.0	-10.8
CCCCn1nnnc1C(c1ccccc1)N1CCN(c2cc(C)ccc2C)CC1 (configuration not stated)	1.9	-2.0	4.2	.	16.2	.	4.0
CCOC(=O)C1=C(C)NC(SCC(N)=O)=C(C#N)C1c1cccs1 (configuration not stated)	.	.	.	-10.2	.	-2.9	33.2
Cc1cc(NC(=O)C(C)C)ncc1NC(=O)CCc1ccccc1	-4.7	0.1	.	.	-2.3	.	3.8
C/C(CC(=O)Nc1cccnc1)=N\NC(=O)C(=O)Nc1cccc(C)c1	-1.9	-2.4	3.7	.	-2.1	.	-19.7
COc1ccc(S(=O)(=O)Nc2cccc(-c3ccc4nncn4n3)c2)cc1	4.4	0.1	17.4	-24.0	-3.8	-22.6	8.6
COc1ccc(S(=O)(=O)Nc2ccc3c(c2)C(=O)N([C@H](C)CO)C[C@H](C)[C@H](CN(C)Cc2ccc(C(F)(F)F)cc2)OCCCC[C@@H](C)O3)cc1	13.0	0.7	3.0	.	12.4	9.2	2.5
O=C(C[C@H]1CC[C@H]2[C@@H](COC[C@@H](O)CN2S(=O)(=O)c2ccc(F)cc2)O1)NCC1CCCCC1	2.7	0.2	0.6	6.6	4.1	-1.2	19.1
CCCCOC(=O)c1ccc(NC(=O)COC(=O)CN2C(=O)NC3(CCCC3)C2=O)cc1	0.4	0.5	.	.	-0.6	.	-9.4
O=C(CCc1ccccc1)NCC1OCCc2ccccc21 (configuration not stated)	-1.9	-0.3	.	-1.0	-9.0	-3.9	-33.4
C[C@H](CO)N1C[C@H](C)[C@@H](CN(C)Cc2ccccc2)Oc2ccc(NC(=O)Cn3cnnn3)cc2CC1=O	3.1	-3.7	.	0.2	-3.9	-1.7	-12.2
COc1cccc(C(=O)N2C[C@H]3[C@@H](c4ccccc42)[C@H](CO)N3C(=O)c2cccc(F)c2)c1	1.7	-0.5	4.9	1.4	-0.3	-2.0	-7.8
C/C(=N/NS(=O)(=O)c1ccc(Br)cc1)c1c[nH]c2ccccc12	-1.6	2.5	6.0	.	-11.7	.	23.6
CC(C)CCNC(=O)CN(C(=O)CCC(=O)Nc1nccs1)C1CCCCC1	-1.7	6.7	-15.0	-7.8	5.2	-1.9	2.0
Cc1ccc(Cc2c(-c3cccc(Br)c3)nc3c4ccccc4ccn23)cc1	-2.2	0.2	9.0	.	-2.3	.	-45.2
CCOc1ccc(S(=O)(=O)Nc2ccn(C)n2)cc1	-6.4	0.1	10.1	-4.2	-4.6	-0.9	13.8
CCCCN(C(=O)CC1CCCC1)c1c(N)n(CC(C)C)c(=O)[nH]c1=O	0.1	4.4	7.2	0.7	1.4	3.2	7.7

S100A4 MyoIIA: entries above that show a hit
structure | SIRT5 inh | Casp6 inh | S100A4 MyoIIA | esBAF inh | LGR2 inh
CCCNC(=O)N1C[C@H](O)COC[C@@H]2O[C@@H](CC(=O)NCCCN3CCOCC3)CC[C@H]21 | 10.1&-3.9 | -0.7&0.9 | 106.6*! | -5.6 | 1.1&-8.1

(further entries)
compound	SIRT5 inh	Casp6 inh	FN deposit inh	C2C12 statin	S100A4 MyoIIA	esBAF inh	LGR2 inh
Cc1ccc(S(=O)(=O)NCCN2CCN(S(=O)(=O)c3ccccc3Cl)CC2)cc1	-2.6	0.7	-3.6	-2.2	-0.6	-12.3	-3.3
COc1ccc(S(=O)(=O)Nc2ccc3c(c2)C(=O)N([C@H](C)CO)C[C@@H](C)[C@@H](CN(C)S(=O)(=O)c2cccs2)OCCCC[C@H](C)O3)cc1	7.0	1.9	4.7	51.7	-24.2	-3.0	-6.2
CCCCn1c(N)c(N(Cc2ccccc2OC)C(=O)C(C)Oc2ccc(Cl)cc2)c(=O)[nH]c1=O (configuration not stated)	3.3	-1.0	1.8	3.7	-1.5	1.1	-13.8
COc1ccc([C@H]2C[C@@H](O)[C@H](n3cc(-c4ccc(F)cc4)nn3)CN2C(=O)C2CCCCC2)cc1	3.5	.	2.0	-9.6	17.4	-0.5	5.8
COc1ccc(-c2nc3c(=O)n(C)c(=O)[nH]c3n2CCc2ccccc2)cc1	.	.	-10.7	.	-7.2	-4.1&-8.2	.
COC(c1ccccc1)c1nnc(CCC(=O)NC2C3CC4CC(C3)CC2C4)o1 (configuration not stated)	-5.4	-4.0	-7.2	.	-0.9	.	-21.7
C[C@H](CO)N1C[C@H](C)[C@H](CN(C)C(=O)CN(C)C)Oc2cc(C#Cc3cccnc3)ccc2S1(=O)=O	7.4	-1.6	-2.6	0.7	-4.0	-12.1	0.5
CCOC(=O)c1ccc(NC(=O)CCc2nnc3ccc(N4CCN(C)CC4)nn23)cc1	-5.5	-1.7	6.0	-0.8	-2.5	4.3	-4.3
O=C(CSc1nnnn1-c1ccc(F)cc1F)Nc1ccccc1F	-2.2	0.1	1.1	7.9	-5.5	-3.4	-3.9
CC(C)(C)C(=O)Nc1sc2c(c1C#N)CCN(Cc1ccccc1)C2	0.8	2.9	3.0	-5.7	-18.5	5.8	16.4
COc1ccc(NC(=O)N[C@H]2CC[C@@H](CCNC(=O)c3cc(Cl)cc(Cl)c3)O[C@@H]2CO)cc1	-1.0	-1.2	.	10.3	3.7	0.7	21.1
c1ccc(-n2c(Sc3cnccn3)nnc2-c2cccs2)cc1	.	.	-2.4	-5.9	.	8.3	.
COc1ccc(C(=O)Nc2ccc(CN3CCOCC3)cc2)cc1Br	-1.2	-0.3	-0.4	-7.0	-1.9	-4.3	-16.6
NC(=O)C1CCN(c2c([N+](=O)[O-])cc(C(F)(F)F)cc2[N+](=O)[O-])CC1	3.1	-4.9	3.0	.	48.2	.	3.9

Compound activity from PubChem.
